Source: PubChem
ARFGAP1 inh – inhibitors of rat ARFGAP1; Q62848; Arfgap1-stimulated ARF1 GTP hydrolysis, GDP FP detection; inhibition, % at 16.5 µM; actives 0.26% (n = 360,000); AID 651572;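 active = inhibition above a per-plate limit, mean inhibition of low control wells plus 3 SD, cut at about 25% in these data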;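 note: 0% = DMSO wells with enzyme and 100% = wells lacking Arfgap1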
Target sequence (Q62848 1-136 limits assumed): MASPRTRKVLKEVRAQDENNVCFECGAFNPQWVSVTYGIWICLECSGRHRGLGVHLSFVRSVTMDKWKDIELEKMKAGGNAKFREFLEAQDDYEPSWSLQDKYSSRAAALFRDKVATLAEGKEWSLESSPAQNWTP
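System: truncated rat Arfgap1 GAP domain / Benchmarks: high control wells lacking Arfgap1, low control full reaction with DMSO / Times: compound-enzyme preincubation 20 min, reaction 120 min, detection 60 min, 25 °C / Repeats: one replicate per compound / Also added: human ARF1(Δ1-17)-GTP substrate / Measured by: Tracer-displacement fluorescence polarization with EDTA stop, 620/688 nm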
ADAM17 inh – inhibits human ADAM17; actives 0.83% (n = 370,000); recombinant ADAM17, EDANS/DABCYL FRET peptide cleavage; P78536; inhibition, % at 6.95 µM;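 active = inhibition above the mean of compounds lying between control limits plus 3 SD, set per campaign, cut at about 8.5% in these data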;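 note: 0% = DMSO-only wells as the low control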
Target sequence (P78536 215-824 limits assumed): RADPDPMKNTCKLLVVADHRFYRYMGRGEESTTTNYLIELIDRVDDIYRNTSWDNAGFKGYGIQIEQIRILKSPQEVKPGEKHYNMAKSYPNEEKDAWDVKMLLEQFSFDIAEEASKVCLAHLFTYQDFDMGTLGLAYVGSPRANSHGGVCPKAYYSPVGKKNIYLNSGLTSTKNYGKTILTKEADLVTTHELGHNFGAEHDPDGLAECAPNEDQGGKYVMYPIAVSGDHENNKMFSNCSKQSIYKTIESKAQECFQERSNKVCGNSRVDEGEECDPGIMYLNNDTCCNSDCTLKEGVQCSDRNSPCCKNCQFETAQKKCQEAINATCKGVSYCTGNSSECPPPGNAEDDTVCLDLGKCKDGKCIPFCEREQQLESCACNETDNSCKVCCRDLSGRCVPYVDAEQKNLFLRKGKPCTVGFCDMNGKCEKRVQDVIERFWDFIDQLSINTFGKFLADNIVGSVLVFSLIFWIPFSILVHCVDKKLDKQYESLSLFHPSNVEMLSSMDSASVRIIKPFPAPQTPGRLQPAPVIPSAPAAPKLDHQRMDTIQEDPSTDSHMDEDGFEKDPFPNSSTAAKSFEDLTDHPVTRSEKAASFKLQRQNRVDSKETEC
LEDGF integ inh – blocks HIV-1 LEDGF/p75-dependent DNA integration | TR-FRET IN-LEDGF/p75 DNA integration, Eu/Cy5 | inhibition, % at 3.7 µM | actives 0.64% (n = 370,000);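 active = inhibition above the screen-wide mean plus 3 SD, cut at about 13% in these data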;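 note: signal is the Cy5 over europium emission ratio at 671 and 618 nm; 0% = plate median of compound wells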
DDE Tn7 FP inh – DD(E)-Tn7 binding inhibition, primary FP screen; inhibition, % at 8.3 µM; FP displacement of FITC-Tn7 peptide from fibrin DD(E); 0% = median of compound wells per plate; P02675; actives 0.13% (n = 370,000); AID 720508;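 active = inhibition above the mean of compounds falling within the control limits plus 3 SD of them, cut at about 14% in these data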;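 note: 0% = plate median of compound wells and 100% = 10 µM Aha-Tn7 peptide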
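Assay system: Fibrin-DD(E) protein isolated from polymerized human fibrin clots; read-out basis: percent inhibition; medium: Tris/NaCl/CaCl2 buffer, pH 7.8; signal: FP measurement; incubation: 10 min plus 3 h, room temperature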
ASAP1 GAP inh – ASAP1 ArfGAP inhibition. Q9ULH1. ASAP1-stimulated ARF1 GTP hydrolysis, GDP FP detection. inhibition, % at 16.5 µM. actives 0.19% (n = 360,000). AID 624377; in the data active = inhibition above about 25%;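 note: 0% = vehicle with enzyme and substrate and 100% = no enzyme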
DDE Tn6 FP inh – disrupts Tn6 cyclic peptide binding to fibrin D-Dimer-E complex. P02675. Fibrin DD(E) TRITC-Tn6 fluorescence polarization displacement. inhibition, % at 8.3 µM. actives 0.21% (n = 370,000);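 active = inhibition above a per-campaign cutoff: mean of compounds within control limits plus 3 SD, cut at about 15% in these data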;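 note: 0% = median of all compound wells on the plate and 100% = blocking peptide control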
KLK7 zymogen act – proKLK7 (human) activation, primary screen. P49862. purified proKLK7, EDANS-DABCYL substrate fluorescence; 100% is mature enzyme control, 0% vehicle. activation, % at 7 µM. actives 0.9% (n = 370,000). AID 652039;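 active = activation above the mean of all tested compounds plus 3 SD, computed per campaign excluding outliers beyond control limits, cut at about 13% in these data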
Target sequence (P49862 whole entry, looked up): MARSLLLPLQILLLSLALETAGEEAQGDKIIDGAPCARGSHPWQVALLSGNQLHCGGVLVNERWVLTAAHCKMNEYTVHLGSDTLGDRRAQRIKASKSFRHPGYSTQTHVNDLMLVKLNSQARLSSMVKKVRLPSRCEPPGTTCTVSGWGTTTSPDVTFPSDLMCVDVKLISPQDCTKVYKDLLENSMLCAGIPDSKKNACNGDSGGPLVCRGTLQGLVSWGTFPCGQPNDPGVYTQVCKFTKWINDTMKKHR
TDP2 absorb – TDP2 (human) inhibition, absorbance primary screen. O95551. recombinant TDP2, T5PNP hydrolysis, p-nitrophenol absorbance 415 nm. inhibition, % at 12.8 µM. actives 0.34% (n = 370,000). AID 720702;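 active = inhibition above the mean of all tested compounds plus 3 SD, set per campaign, cut at about 25% in these data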;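 note: 0% = DMSO with enzyme and 100% = buffer with substrate but no TDP2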
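test system = human TDP2 enzyme | input = TDP2 enzyme at 120 nM final | medium = 50 mM Tris-HCl pH 7.5 with Mg2+, KCl, DTT, BSA | also added = T5PNP substrate, 5 mM | times = 2 h at 37 °C | technique = epi absorbance | benchmarks = high control without enzyme, low control DMSO plus TDP2 | replication = each compound tested once, singlicate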
PLC-gamma1 inh – inhibitors of human phospholipase C gamma1; P19174; purified PLC-gamma1, fluorogenic substrate, fluorescence; inhibition, % at 12.2 µM; actives 0.84% (n = 370,000); in the data active = inhibition above about 9.5%
ADAM10 inh – ADAM10 inhibition, QFRET primary screen. actives 0.62% (n = 370,000). inhibition, % at 7 µM. recombinant ADAM10, EDANS/DABCYL FRET peptide cleavage, 3 h. AID 720582;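 active = inhibition above a per-campaign cutoff equal to the mean of compounds falling between control-based bounds plus 3 SD, cut at about 20% in these data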;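 note: 0% = DMSO wells while the 100% control is not disclosed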
Numbers without * were called inactive; i = inactive; · = not tested or not shown; & = joins results of further samples; ! = not confirmed by another sample.

SMILES	ARFGAP1 inh	ADAM17 inh	LEDGF integ inh	DDE Tn7 FP inh	ASAP1 GAP inh	DDE Tn6 FP inh	KLK7 zymogen act	TDP2 absorb	PLC-gamma1 inh	ADAM10 inh
Cn1c(=O)n(C)c2cc(CNC(=O)[C@H]3O[C@@H](n4ccc(=O)[nH]c4=O)[C@H](O)[C@@H]3O)ccc21	-14	0	2	4	6	12	0.6	-6	0	-6
CCC(=O)Nc1cccc(C(=O)OC)c1	-3	0	1	2	-2	11	0.2	-2	3	-8
c1ccc(Nc2nc(-c3cccnc3)cs2)nc1	5	3	0	0	-2	2	0.0	-1	3	-8
c1ccc2c(CNn3cnnc3)cccc2c1	3	1	-1	-9	4	3	0.2	-5	0	-6
CCC(C)n1c(-c2cccc(S(=O)(=O)N(CC)CC)c2)n[nH]c1=S (centres undefined)	3	2	-3	2	-7	8	-0.2	2	-2	-1
CC1(c2nnnn2Cc2ccccc2)CSCC(=O)N1Cc1cccs1 (centres undefined)	·	2	5	-6	·	14	0.3	-5	3	3
COC(=O)C1C(C(=O)OC)C1(c1ccccc1)c1ccccc1 (centres undefined)	7	-8	4	-4	-16	3	-0.4	-6	3	8
O=C(O)CCC(=O)N1N=C(c2ccco2)CC1c1cccs1 (centres undefined)	0	-2	-2	2	-14	-4	0.0	2	-4	-7
Cc1ccc(NC(=O)c2ccc3c(=O)n4c(nc3c2)CCCCC4)cc1F	5	1	-1	5	-11	-1	-0.3	4	-1	5
O=C1C(=O)N(CCN2CCOCC2)C(c2ccc(Cl)c(Cl)c2)/C1=C(/O)c1ccc2c(c1)OCO2 (centres undefined)	-12	0	0	1	-3	7	-0.4	9	-4	2
COc1ccc(NC(=O)N(C)[C@H]2C[C@H]3c4[nH]c5ccccc5c4CCN3C(=O)[C@H]2CO)cc1	1	-234	-5	1	-4	8	24*	-5	-268	i
Cc1ccc(C(=O)N2CCC(C)CC2)cc1S(=O)(=O)N1CCCCC1	2	0	-3	6	4	-5	-0.6	0	2	2
FC(F)Oc1ccccc1/C=N/Nc1nc2ccccc2o1	12	-2	-5	-2	6	1	-0.4	3	-22	-8
Nc1nnnn1CC(=O)OCc1cccc(Br)c1	2	-4	0	-6	9	10	0.4	-1	-1	-1
CCOc1ccc(NC(=O)CN(C)C(=O)CSc2ccccc2)cc1OCC	-6	-7	-2	12	-4	-1	0.1	-1	1	-8
CCOC(=O)Cn1c(-c2nonc2NC(=O)c2ccccc2F)nc2ccccc21	13	-3	-1	5	-3	3	-1.1	-3	-23	-4
Cc1ccc(C)n1-c1ncc(Br)cn1	-11	-14	-3	8	4	4	0.1	11	-22	-35
O=C(NCCc1ccccc1)c1cnc2sccn2c1=O	-11	-35	-1	5	9	8	0.2	7	-6	-138
CCOC(=O)N1CCN(C(=O)C2CCCN(c3ncnc4c3nc3n4CCCCC3)C2)CC1 (centres undefined)	2	0	-2	-8	14	-3	-0.3	-2	3	-12
CN1CCN(C(=O)c2cc3c(n(-c4ccccc4)c2=O)CC(C)(C)CC3=O)CC1	-6	-2	3	3	-5	-2	0.0	3	2	-3
CCC(OC(=O)C(CC(C)C)NC(=O)c1ccccc1)C(=O)Nc1nnc(C)s1 (centres undefined)	-8	-1	-1	-1	-7	-1	0.1	-6	2	5
O=C(O)CCC(=O)NNc1ncnc2ccccc12	5	-37	-4	9	9	4	0.5	4	-29	-77
CC(=O)c1ccc(NC(=O)C2CC(c3ccc(F)cc3)=NO2)cc1 (centres undefined)	10	3	7	0	-22	-4	-0.1	-2	0	-10
COc1ccc(CN(CCC(c2ccc(F)cc2)C2CCOC(C)(C)C2)C(=O)c2ccco2)cc1 (centres undefined)	3	14*	9	-3	0	-8	0.8	-7	9	22*
O=C(COC(=O)c1ccco1)NCCNC(=O)COC(=O)c1ccco1	-2	1	3	0	-4	8	0.3	0	-1	-1
Cc1c([N+](=O)[O-])c([N+](=O)[O-])nn1CC(=O)NCCc1ccccc1	-1	0	2	-5	-1	3	-0.9	-2	3	4
O=C(O)c1ccc(-n2nc(C(F)(F)F)c3c2CCCC3)cc1	-2&-13	2&-1	2&-1	2&0	-2&5	21*!	0.5&0.3	8&-4	-3&0	1&-4
Cc1cc(NC(=O)COC(=O)CNS(=O)(=O)c2ccc(C)c(C)c2)no1	-4	5	-3	-4	-1	2	0.1	-3	3	1
CCCC[C@H](CC(=O)c1ccccc1)[C@@H](OC(C)=O)C(=O)Oc1c(C(C)C)cccc1C(C)C	10	-4	-2	1	5	3	-0.2	5	0	0
COc1ccccc1C(C)NS(=O)(=O)c1ccc(Cl)nc1 (centres undefined)	-1	5	0	0	-1	-3	0.2	-7	1	-5
Nc1nc(NCC2CCCO2)nc(Nc2ccccc2)c1[N+](=O)[O-] (centres undefined)	-9	0	-3	3	2	1	1.0	-1	0	-3
COc1ccc(C)c2sc(NC(=O)C3CC3)nc12	-3	-3	-1	2	-7	1	-0.2	3	2	-12
COc1ccc(C2/C(=C(/O)c3ccccc3)C(=O)C(=O)N2C)c(OC)c1 (centres undefined)	-3	-4	-2	2	5	-4	-0.7	-2	1	-9
COc1ccc(CN2C(=O)CCC(C(=O)O)C2c2ccccc2)cc1 (centres undefined)	-5	-1	3	-8	-6	3	0.3	5	0	-4
O=S(=O)(Nc1cccc(-n2cnnn2)c1)c1ccccc1C(F)(F)F	-4	-1	3	5	-11	0	0.2	2	2	0
CC(CSc1nnnn1-c1ccccc1)Cn1c(N2CCN(C)CC2)nc2c1c(=O)[nH]c(=O)n2C (centres undefined)	-4	-1	-6	5	-8	2	0.7	-3	-1	-9
COc1cccc2sc(N(CCCN(C)C)C(=O)c3ccc(S(=O)(=O)N4CCCc5ccccc54)cc3)nc12	5	1	0	-1	0	-2	0.2	2	4	-7
COc1ccc(Nc2ncc(C(=O)N3CCN(c4ccc(F)cc4)CC3)c3ccccc23)cc1	3	6	14*	0	2	-6	-0.9	0	-47	-6
O=C(NCC1CCCO1)Nc1ccc(Cl)cc1 (centres undefined)	14	-2	0	5	5	-12	0.4	-19	6	-9
COc1cccc(NC2=C(C#N)C(=O)NC(c3cccc(OC)c3O)S2)c1 (centres undefined)	8	-4	-2	6	6	-1	0.4	21	-12	-6
CCCCn1c(N)c(N(CC(C)C)C(=O)CSc2nnc(C)n2-c2ccc(OC)cc2)c(=O)[nH]c1=O	-8	-6	2	-8	15	-5	-0.5	-22	3	-3
Cc1cccc(C(=O)NCCCNC(=O)c2ccc(C)nc2)c1	4	-4	-4	5	1	-6	0.3	-4	2	4
C=CCC[C@@H](Cc1ccc(F)cc1)C(=O)OC[C@@H]1CCCN1C(=O)[C@@H](CC=C)CC(=O)N[C@@H](CO)Cc1ccccc1	0	9.1*	-1	2	-5	3	0.3	-11	11*	20
COc1ccc(F)cc1S(=O)(=O)Nc1cc2c3c(c1)CCC(=O)N3CCC2	-4	-3	4	-7	-8	-6	-0.2	-4	1	-4
Cc1ccccc1OCc1nc2ccccc2c(=O)n1/N=C/c1cccc([N+](=O)[O-])c1	7	-2	0	-2	-4	2	0.3	4	3	8
NNC(=O)CCc1nc2ccccc2[nH]1	6	-3	-1	5	16	-2	0.5	4	-1	-7
Cc1ccc([C@@H]2C[C@H]3[C@@H](CN2S(=O)(=O)c2ccc(Cl)cc2)C(=O)C[C@@H](c2ccccc2)N3S(=O)(=O)c2ccc(C)cc2)cc1	8	2	-1	-4	-1	1	0.2	2	2	-7
COc1ccc(C[C@H]2CN3C(=NC[C@H]3C)N2CCNC(=O)CCC2CCCCC2)cc1	1	-13	-1	13	-6	6	0.1	4	-7	-10
COc1ccc(C(=O)Cn2nnc(-c3ccc(N4CCOCC4)cc3)n2)cc1OC	-6	-1	0	2	-1	2	-0.1	3	-2	-1
CC(C)C[C@H]1CNC(=O)C(=O)N1C[C@H](Cc1ccc(O)cc1)NC(=O)CC12CC3CC(CC(C3)C1)C2	8	-2	2	-2	4	1	0.0	-1	2	-4
Cn1c(NCc2ccccc2F)nc2cc(-c3ccsc3)sc2c1=O	-3	-5	-4	9	12	-5	-0.1	7	3	-18
O=C(NNC(=O)c1cccnc1)Nc1cccc(Cl)c1Cl	-14	-3	0	-3	-5	3	-0.7	15	1	0
Cc1cc(O)c(Oc2cc(C)cc(O)c2O)c(O)c1	5	2	35*	9	4	-1	0.1	3	3	-3
O=C(CN(C(=O)c1csnn1)c1ccccc1F)NCc1ccc2c(c1)OCO2	25*	0	1	-3	4	-4	-0.2	5	3	6
Cc1cc2cc(CNC(=O)CC(C)C)ccc2n1C	4	-10	2	-2	5	16*	-0.2	6	-34	-24
O=C(COC(=O)c1cc2c(s1)CCCCC2)NC1CCS(=O)(=O)C1 (centres undefined)	1	0	5	-4	0	0	0.3	2	-1	1
Cc1c(NC(=O)c2csc3c2CCCC3)c(=O)n(-c2ccccc2)n1C	-1	0	7	-2	-4	-6	-0.4	-3	3	1
O=C(CN1CCOCC1)NNC(=O)c1ccc(Cl)cc1	1	-2	-4	-7	-8	-16	-0.1	-17	1	-25
Cc1ccc(C)c(-n2c(SCC(=O)O)nc3sc4c(c3c2=O)CCCC4)c1	-13	0	6	0	6	5	0.5	12	1	3
CCOc1ccc(Cn2c(SCCCCC#N)nc3c2c(=O)n(C)c(=O)n3C)cc1OCC	-8	7	-3	-2	-10	1	0.1	4	0	-8
CN1C(=O)/C(=C/c2cc(C(C)(C)C)c(O)c(C(C)(C)C)c2)NC1=S	13	1	-1	0	-4	0	0.1	-7	-5	3

Record cards, as listed above:
Record of Cc1c(NC(=O)c2csc3c2CCCC3)c(=O)n(-c2ccccc2)n1C = ARFGAP1 inh = -1; ADAM17 inh = 0; LEDGF integ inh = 7; DDE Tn7 FP inh = -2; ASAP1 GAP inh = -4; DDE Tn6 FP inh = -6; KLK7 zymogen act = -0.4; TDP2 absorb = -3; PLC-gamma1 inh = 3; ADAM10 inh = 1
Record of Cc1cc2cc(CNC(=O)CC(C)C)ccc2n1C = ARFGAP1 inh = 4; ADAM17 inh = -10; LEDGF integ inh = 2; DDE Tn7 FP inh = -2; ASAP1 GAP inh = 5; DDE Tn6 FP inh = 16*; KLK7 zymogen act = -0.2; TDP2 absorb = 6; PLC-gamma1 inh = -34; ADAM10 inh = -24
